Screens from PubChem BioAssay.
Growth percent in the NCI-60 one-dose screen (48 h, 10 µM unless noted): 100 = growth as untreated, 0 = no growth, -100 = all killed.
COLO 205: COLO 205 colon cancer; actives 7.3% (n = 79,000)
NCI-H23: NCI-H23 lung cancer; actives 4% (n = 80,000); AID 1794731
A498: A498 renal cancer cells; actives 5.4% (n = 76,000)
NCI-H522: NCI-H522 lung cancer. actives 8% (n = 78,000)
RXF 393: RXF 393 renal cancer cells; actives 6.9% (n = 77,000); AID 1794773
NCI-H226: NCI-H226 lung cancer. actives 3.5% (n = 79,000)
HT29: HT29 colon cancer; actives 7.4% (n = 81,000); AID 1794748
NCI-H460: NCI-H460 lung cancer; actives 6.8% (n = 82,000); AID 1794736
NCI-H322M: NCI-H322M lung cancer | actives 2.7% (n = 80,000)
Active calls of the source: *; · = no result given; & = joins results of further samples. The calls were made as follows: active = growth percent below 10; inactive = the rest.

1. CC(=O)c1ccccc1[N+](=O)[O-]
2. COc1ccc(C2=Nc3c(N)nc(N)nc3NC(c3cccc(Nc4ccnc5cc(Cl)ccc45)c3)C2)cc1 (stereo unspecified)
3. C=C(C)[C@@H]1CC[C@]2(C(=O)OC)CC[C@]3(C)[C@H](CC[C@@H]4[C@@]5(C)Cc6cc(C)oc6C(C)(C)[C@@H]5CC[C@]43C)[C@@H]12
4. Cc1ccc(-n2cc(-c3ccccc3)c3c2N=NN2CCN=C32)cc1
5. COc1ccc(Nn2c(SCC(=O)Nc3nccs3)nc(C)c2C)cc1
6. COC(=O)CC[C@@H](C)[C@H]1CC[C@H]2[C@@H]3CC[C@@H]4C[C@H](O)CC[C@]4(C)[C@H]3C[C@H](O)[C@]12C

Screen / compound no. | 1 | 2 | 3 | 4 | 5 | 6
COLO 205 | 114 | 98 | 107 | 120 | 108 | 101
NCI-H23 | 101 | 92 | 100 | 93 | 107 | 116
A498 | · | 88 | 104 | · | 99 | 119
NCI-H522 | 110 | 94 | 88 | 90 | 95 | ·
RXF 393 | 107 | 75 | 135 | 109 | 127 | 110
NCI-H226 | 99 | 95 | 94 | 82 | 105 | 102
HT29 | 113 | 81 | 96 | 110 | 102 | 89
NCI-H460 | 106 | 94 | 103 | 104 | 108 | 110
NCI-H322M | 113 | 93 | 98 | 97 | 111 | ·

7. Nc1c(I)cc(C(=O)O)cc1I
8. Cc1nc(NCCCOC(C)C)c2cnn(-c3ccccc3)c2n1
9. COc1ccc(-c2nc3ccc(C)cc3c3c2c(=O)n(C)c(=O)n3C)cc1
10. O=C1C=CC2(O)OC(c3ccccc3)CC(=O)C2=C1O (stereo unspecified)
11. CCc1ccc(/C=C/c2ccc(O)c3ncccc23)[n+](C)c1
12. Cc1cc(N(C)C)n2c(nc3ccccc32)c1C#N

Screen / compound no. | 7 | 8 | 9 | 10 | 11 | 12
COLO 205 | 113 | 110 | 88 | 118 | 71 | 96
NCI-H23 | 105 | 92 | 82 | 79 | 21 | 99
A498 | 92 | 89 | 67 | 96 | 30 | ·
NCI-H522 | 104 | 89 | 62 | -17* | 1.2* | 69
RXF 393 | · | 112 | · | 94 | · | 109
NCI-H226 | · | 99 | 75 | 100 | 24 | 96
HT29 | 105 | 101 | 72 | 108 | 51 | 83
NCI-H460 | 101 | 103 | 83 | 94 | 17 | 100
NCI-H322M | 95 | 105 | 77 | 90 | 49 | 90

Grouped by structure, the entries above with an aryl methoxy group (three)
2. COc1ccc(C2=Nc3c(N)nc(N)nc3NC(c3cccc(Nc4ccnc5cc(Cl)ccc45)c3)C2)cc1 (stereo unspecified)
5. COc1ccc(Nn2c(SCC(=O)Nc3nccs3)nc(C)c2C)cc1
9. COc1ccc(-c2nc3ccc(C)cc3c3c2c(=O)n(C)c(=O)n3C)cc1

Screen / compound no. | 2 | 5 | 9
COLO 205 | 98 | 108 | 88
NCI-H23 | 92 | 107 | 82
A498 | 88 | 99 | 67
NCI-H522 | 94 | 95 | 62
RXF 393 | 75 | 127 | ·
NCI-H226 | 95 | 105 | 75
HT29 | 81 | 102 | 72
NCI-H460 | 94 | 108 | 83
NCI-H322M | 93 | 111 | 77

Following part
13. NC(=O)CC[n+]1ccccc1
14. Cc1ccc2nc(-c3ccc(-n4on4-c4ccc(/C=C/c5ccc(-n6on6-c6ccc(-c7nc8ccc(C)cc8s7)cc6)cc5S(=O)(=O)O)c(S(=O)(=O)O)c4)cc3)sc2c1
15. Cc1cccc(C)c1NC(=O)N/N=C/c1c[nH]c2ccccc12
16. O=C1CC(=C/c2ccccc2)/C(=C/c2ccccc2)C1
17. O=c1oc2ccccc2cc1-c1csc(N=Nc2c(O)[nH]c3ccc(Cl)cc23)n1
18. Cn1c(=O)c2c(nc(Nc3cc(=O)[nH]c(=O)[nH]3)n2CC(=O)Nc2ccc(S(N)(=O)=O)cc2)n(C)c1=O

Screen / compound no. | 13 | 14 | 15 | 16 | 17 | 18
COLO 205 | 106 | 119 | 111 | 111 | 136 | 113
NCI-H23 | 103 | 105 | 91 | 94 | 99&101 | 98
A498 | · | 112 | 105 | 79 | 99 | 91
NCI-H522 | 96 | 117 | 87 | 84 | 99&98 | 96
RXF 393 | 114 | 110 | 105 | 102 | 129 | 100
NCI-H226 | 104 | 108 | 89 | 97 | 98 | 97
HT29 | 106 | 113 | 104 | 86 | 107&101 | 105
NCI-H460 | 106 | 114 | 105 | 106 | 109&100 | 103
NCI-H322M | 107 | 112 | 107 | 116 | 114&105 | 101

19. NC(=O)CC1(c2ccccc2)CCCCC1
20. CCCNC(=O)NCn1c(=O)[nH]c2ccccc2c1=O
21. Cc1ccc(C2(C(=O)O)CCCCC2)cc1
22. CC(=O)Nc1cccc(C(F)(F)F)c1[N+](=O)[O-]
23. Nc1[nH]c2cc(Cl)ccc2c(=O)c1-c1ccccc1
24. NS(=O)(=O)c1ccc(NCc2cn(-c3ccc(C(=O)O)cc3)nc2-c2ccc(C(F)(F)F)cc2)cc1

Screen / compound no. | 19 | 20 | 21 | 22 | 23 | 24
COLO 205 | 103 | 113 | 103 | 106 | 106 | 104
NCI-H23 | 103 | 106 | 100 | 103 | 100 | 103
A498 | 102 | 111 | 118 | 96 | 120 | 104
NCI-H522 | 96 | 95 | · | 96 | 92 | 91
RXF 393 | 114 | 102 | 111 | 106 | 96 | 104
NCI-H226 | 110 | 96 | 106 | 96 | 77 | 93
HT29 | 104 | 109 | 99 | 101 | 111 | 101
NCI-H460 | 104 | 110 | 104 | 111 | 101 | 106
NCI-H322M | 91 | 99 | 94 | 95 | 96 | 104

Complete entries from above:
CC(=O)Nc1cccc(C(F)(F)F)c1[N+](=O)[O-] as listed: COLO 205: 106; NCI-H23: 103; A498: 96; NCI-H522: 96; RXF 393: 106; NCI-H226: 96; HT29: 101; NCI-H460: 111; NCI-H322M: 95
Nc1[nH]c2cc(Cl)ccc2c(=O)c1-c1ccccc1 as listed: COLO 205: 106; NCI-H23: 100; A498: 120; NCI-H522: 92; RXF 393: 96; NCI-H226: 77; HT29: 111; NCI-H460: 101; NCI-H322M: 96

(next part)
25. CCNCCNc1c(C)c(-c2ccc(C(F)(F)F)cc2)c(C#N)c2nc3ccccc3n12
26. OB1OCc2cc(/C=C/c3cccc(C(F)(F)F)c3)ccc21
27. Cc1ccc(S(=O)(=O)Oc2ccc(NC(=O)C34CC5CC(CC(C5)C3)C4)cc2)cc1
28. COc1ccc(-n2ncn(CCCn3cnn(-c4ccc(OC)cc4)c3=O)c2=O)cc1
29. CCN(CC)c1ccc(-c2nc3c4ccccc4c4ccccc4c3[nH]2)c(O)c1
30. CC(C)(C)OC(=O)N1CCN(c2nc3ccccc3c3c(=O)c4cc(F)ccc4sc23)CC1

Screen / compound no. | 25 | 26 | 27 | 28 | 29 | 30
COLO 205 | 88 | 26 | 44 | · | 116 | 106
NCI-H23 | 90 | 22 | 77 | 98 | 94 | 91
A498 | 70 | 6.2* | 68 | 108 | 117 | 88
NCI-H522 | 77 | 3.8* | 68 | 78 | 90 | 96
RXF 393 | 90 | -40* | 70 | 79 | 122 | 109
NCI-H226 | 85 | -10* | 79 | 91 | 94 | 91
HT29 | 77 | 26 | 14 | 114 | 110 | 104
NCI-H460 | 94 | -10* | 78 | 105 | 103 | 108
NCI-H322M | 84 | 21 | 103 | 92 | 100 | 90

31. CCCCNCCCC
32. O=C(/C=C/c1cccnc1)/C=C/c1cccnc1
33. O=C1c2c(c(=O)[nH]c3ccccc23)CN1Cc1ccccc1
34. CC(C#N)C(O)(c1ccccc1)c1ccccc1 (stereo unspecified)
35. COc1ccc(C(=O)Nn2cnc3oc(-c4ccc(OC)cc4)cc3c2=N)cc1
36. Cc1cccc2cc(-c3cc4ccccc4[nH]3)c(=NC(=O)c3ccc(Cl)cc3)oc12

Screen / compound no. | 31 | 32 | 33 | 34 | 35 | 36
COLO 205 | 119 | -85* | · | 105 | 121 | 106
NCI-H23 | 109 | -5.0* | 99 | 101 | 106 | 90
A498 | 111 | 93 | 93 | 98 | 99 | 123
NCI-H522 | 105 | -91* | 104 | 99 | 99 | 92
RXF 393 | 111 | -85* | 115 | 105 | 101 | 87
NCI-H226 | · | 2.9* | · | 94 | 107 | 95
HT29 | 110 | -55* | 122 | 99 | 103 | 107
NCI-H460 | 106 | 18 | 112 | 108 | 103 | 100
NCI-H322M | 97 | 122 | 97 | 105 | 105 | 86

37. O=C(Nc1ccc(Cl)c2c1C(=O)c1ccccc1C2=O)c1ccccc1
38. COc1ccc(N2CC(c3nc4ccccc4[nH]3)CC2=O)cc1 (stereo unspecified)
39. CCCCCOC(=O)c1ccc(NC(=O)CCNCC)cc1
40. CC(=O)c1cc2c(N)c(C(=O)Nc3ccncc3)sc2nc1C
41. CCOC(=O)NN
42. Cc1cc(CCNC=O)c(C)c2c1oc1ccccc12

Screen / compound no. | 37 | 38 | 39 | 40 | 41 | 42
COLO 205 | 132 | 98 | 98 | 122 | 105 | 124
NCI-H23 | 107 | 91 | 93 | 102 | 99 | 85
A498 | 99 | 115 | 85 | 83 | 86 | 95
NCI-H522 | 94 | · | 95 | 85 | 102 | 102
RXF 393 | 127 | · | 86 | 101 | 103 | 85
NCI-H226 | 103 | 96 | 85 | 88 | 96 | 73
HT29 | 106 | 96 | 86 | 90 | 109 | 97
NCI-H460 | 104 | 101 | 98 | 105 | 107 | 98
NCI-H322M | 128 | 95 | 99 | 86 | 119 | ·

43. COc1cc(Br)c(-c2nc(-c3ccccc3)c(-c3ccccc3)n2C2CC2)cc1OC
44. O=[N+]([O-])c1ccccc1S(=O)(=O)N(CCCCN(S(=O)(=O)c1ccccc1[N+](=O)[O-])S(=O)(=O)c1ccccc1[N+](=O)[O-])S(=O)(=O)c1ccccc1[N+](=O)[O-]
45. COc1cnc2c(c1)C(=O)c1c-2n(CCCN2CCC(O)CC2)c(=O)c2cc(Cl)ccc12
46. CSc1ncc(Br)c(=O)[nH]1
47. COc1ccc(C(=O)c2cc(C(C)=O)c3ccc(C(C)=O)cn23)cc1
48. O=C(N/N=C/c1cccc2ccccc12)c1cccnc1

Screen / compound no. | 43 | 44 | 45 | 46 | 47 | 48
COLO 205 | 60 | 110 | 47 | 118 | 145 | 101
NCI-H23 | 79 | 111 | 12 | 105 | 100 | 103
A498 | 99 | 101 | -3.0* | 100 | 116 | 92
NCI-H522 | 60 | 92 | 32 | 88 | 94 | 85
RXF 393 | 58 | 103 | 28 | 110 | · | ·
NCI-H226 | 88 | 93 | 39 | 104 | 102 | 103
HT29 | 68 | 104 | -55* | 97 | 112 | 109
NCI-H460 | 78 | 100 | -61* | 111 | 123 | 101
NCI-H322M | 78 | 102 | 46 | 94 | 101 | 79

49. NC(Cc1ccc(Cl)cc1)C(=O)O (stereo unspecified)
50. O=C(CO)C1CC2C=CC1C2 (stereo unspecified)
51. O=C1c2ccccc2-c2c1c1ncccc1c(=O)n2C[C@H](O)CO
52. CC(C)c1ccc(NC(=O)Nc2ccc(NC(=O)CCCC(=O)Nc3ccccc3O)cc2)cc1
53. COc1ccc(-c2nn(-c3ccccc3)cc2/C=N/Nc2nc(Nc3ccccc3)nc(Nc3ccc(S(N)(=O)=O)cc3)n2)cc1
54. O=[N+]([O-])c1ccc(Nc2ccccc2)nc1

Screen / compound no. | 49 | 50 | 51 | 52 | 53 | 54
COLO 205 | 104 | 106 | 103 | 81 | 122 | 109
NCI-H23 | 104 | 98 | 96 | 64 | 94 | 102
A498 | 90 | 78 | · | 41 | 131 | 94
NCI-H522 | 113 | 91 | 84 | 74 | 92 | 91
RXF 393 | 117 | 96 | 116 | 100 | 102 | 114
NCI-H226 | 104 | 99 | 98 | 82 | 96 | 100
HT29 | 112 | 99 | 96 | 95 | 106 | 115
NCI-H460 | 109 | 101 | 131 | 73 | 99 | 103
NCI-H322M | 116 | 97 | · | 99 | 101 | 112

55. CCOC(=O)C1=C(C)NC(=O)NC1c1cccs1 (stereo unspecified)
56. CCCCc1nc(/C=C/C(=O)C2C(=O)N(C)C(=O)N(C)C2=O)c(Cl)[nH]1
57. C=CCC(=O)OCC1CC2C=CC1C2 (stereo unspecified)
58. O=c1c2c3c(sc2nc(SCc2nc(=S)[nH][nH]2)n1-c1ccc(Cl)cc1)CCCC3
59. Cc1sc(NC(=O)COc2ccc(-c3ccccc3)cc2)c(C(N)=O)c1C
60. COc1ccc(-n2c(=O)n(-c3nc4ccc(F)cc4s3)c(=O)c3ccccc32)cc1

Screen / compound no. | 55 | 56 | 57 | 58 | 59 | 60
COLO 205 | 107 | 122 | 121 | 121 | 114 | 96
NCI-H23 | 98 | 105 | 95 | · | 102 | 101
A498 | 125 | 106 | · | 100 | 104 | ·
NCI-H522 | 101 | 84 | 92 | 101 | 118 | 95
RXF 393 | 100 | 120 | 106 | 119 | 83 | 115
NCI-H226 | 110 | 119 | 105 | 105 | · | 99
HT29 | · | 105 | 108 | 117 | 110 | 92
NCI-H460 | 118 | 106 | · | 106 | 98 | 111
NCI-H322M | 111 | 94 | 108 | 103 | 117 | 86
